TMEM16A inh: inhibitors of mouse TMEM16A calcium-activated chloride channel; actives 1.2% (n = 310,000); HEK293 TMEM16A/YFP iodide influx fluorescence, ionomycin; AID 588511; Q8BHY3; normalized B-score (activity score, 25-100; higher = stronger inhibition) at 10 µM;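 active means ratio plate-corrected score three or more library SD toward inhibition, starting fluorescence score within five deviations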;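 further: score derived from kinetic fluorescence span divided by baseline fluorescence per well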
TRPC6 activator: activators of mouse TRPC6 channel. HEK293-TRPC6 membrane potential dye fluorescence; hits give high values. B-score at 10 µM. actives 0.13% (n = 310,000). Q61143;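 active means B-score of the integrated fluorescence ratio above library mean plus 3 SD, and starting fluorescence ratio within library mean plus 5 SD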;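 further: higher score means more depolarization so channel activation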
TRPC4 block: inhibitors of mouse TRPC4 channel. AID 2247. HEK293 TRPC4beta/mu-opioid, DAMGO-evoked Fluo4 calcium flux; hits give low values. B-score at 10 µM. actives 0.39% (n = 300,000). Q9QUQ5;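 active means B-score over 3 SD under the library average, no early fluorescence shift, positive overall ratio signal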
Target sequence (Q9QUQ5 whole entry, looked up): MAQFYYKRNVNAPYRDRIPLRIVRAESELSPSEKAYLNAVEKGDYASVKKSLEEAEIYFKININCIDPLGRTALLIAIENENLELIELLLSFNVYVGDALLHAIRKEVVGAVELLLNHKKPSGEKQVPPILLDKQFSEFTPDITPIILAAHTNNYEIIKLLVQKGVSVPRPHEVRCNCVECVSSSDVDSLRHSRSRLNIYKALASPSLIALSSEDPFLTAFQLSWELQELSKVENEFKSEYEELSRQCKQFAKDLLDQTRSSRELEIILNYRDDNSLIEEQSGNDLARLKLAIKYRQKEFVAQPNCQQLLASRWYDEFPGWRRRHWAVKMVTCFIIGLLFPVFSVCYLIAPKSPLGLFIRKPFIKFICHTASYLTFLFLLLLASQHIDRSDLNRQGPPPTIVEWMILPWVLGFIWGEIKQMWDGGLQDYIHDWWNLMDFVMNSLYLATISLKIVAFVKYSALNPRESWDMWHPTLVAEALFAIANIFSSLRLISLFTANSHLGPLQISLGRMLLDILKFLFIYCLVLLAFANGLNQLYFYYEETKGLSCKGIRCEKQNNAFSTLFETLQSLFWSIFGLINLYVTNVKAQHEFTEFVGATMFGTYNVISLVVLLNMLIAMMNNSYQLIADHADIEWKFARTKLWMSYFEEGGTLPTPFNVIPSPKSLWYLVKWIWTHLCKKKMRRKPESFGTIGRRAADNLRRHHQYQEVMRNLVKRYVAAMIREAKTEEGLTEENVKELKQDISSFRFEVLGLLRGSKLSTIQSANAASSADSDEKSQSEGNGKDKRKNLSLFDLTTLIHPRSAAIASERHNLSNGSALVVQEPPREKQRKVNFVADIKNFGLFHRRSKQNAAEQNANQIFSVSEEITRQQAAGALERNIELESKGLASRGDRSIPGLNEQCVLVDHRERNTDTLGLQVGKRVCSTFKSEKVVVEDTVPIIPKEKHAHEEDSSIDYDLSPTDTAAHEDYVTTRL
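Assay system: HEK293 cells with stable TRPC4beta plus mu-opioid receptor expression; Probe or stimulus: DAMGO in two steps, submaximal then maximal; Dosing: single-point compound dosing; Measured by: Fluo4 calcium-dye fluorescence, kinetic read; Read-out basis: B score from integrated Fluo4 fluorescence ratio.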
MrgX1 PAM: allosterically activates human MrgX1 receptor signaling | Q96LB2 | MrgX1-HEK293, Fluo-4 calcium flux, FDSS; hits give high values | B-score at 10 µM | actives 0.63% (n = 310,000) | AID 588675;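 active means plate-corrected calcium response at least 3 library SD above typical, normal starting fluorescence, not activating the receptor alone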;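 further: compound read alongside a low EC10 to EC30 dose of BAM8-22 agonist; peak minus trough fluorescence over baseline measured at the second addition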
TRPC4 potent: TRPC4 (mouse) allosteric potentiation; HEK293 TRPC4beta/mu-opioid, DAMGO EC20, Fluo-4 Ca2+ flux; hits give high values; B-score at 10 µM; actives 0.42% (n = 310,000); AID 2227;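 active means B-score of calcium response area above 5 SD of library B-scores, with initial fluorescence ratio within 5 SD of library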;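 further: B-score of integrated fluorescence ratio over time as area under calcium response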
TRPC4 agonist: activators of mouse TRPC4 channel; Q9QUQ5; HEK293 TRPC4beta/mu-opioid, Fluo4 calcium fluorescence; hits give high values; B-score at 10 µM; actives 0.49% (n = 310,000); AID 2237;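 active means B-score above 5 SD of library B-scores, and initial fluorescence ratio not above library mean plus 5 SD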;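 further: positive B-score marks a calcium rise read as TRPC4 activation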
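System: HEK293 cells stably co-expressing mouse TRPC4beta and mu-opioid receptor; Schedule: Fluo4 dye loading 45 min at room temperature, 110 s recording; Detection: Fluo4 fluorescence, kinetic; Evaluation: B-scored integrated calcium fluorescence ratio; Controls: buffer (low) and maximal DAMGO (high).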
SKKanGAS inh: inhibitors of SKKanGAS S. pyogenes growth in kanamycin (SK-promoter or general growth effect); BacTiter-Glo, 6 h; inhibition, % at 7.5 µM; actives 1.3% (n = 300,000);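 active means mean replicate score, as percent of positive control median, at least 50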;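 further: strain carries kanamycin resistance gene driven by streptokinase promoter and grows in 40 µg/ml kanamycin; loss of luminescence reflects streptokinase promoter inhibition or plain growth inhibition; 0% = median of DMSO wells and 100% = positive control at its reference dose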
MrgX1 antagonist: antagonists of human MrgX1 receptor; Q96LB2; actives 1.3% (n = 310,000); MRGX1-HEK293 calcium flux, Fluo-4, BAM8-22 antagonism; hits give low values; AID 588676; B-score at 10 µM;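 active means calcium-response B-score plate-corrected more than 3 library SD below zero, starting fluorescence within 5 deviations, no agonist response on first addition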;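 further: peak minus trough fluorescence over baseline after final BAM8-22 challenge near maximal dose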
TRPC6 inh: mouse TRPC6 channel inhibition. Q61143. B-score at 10 µM. actives 1.1% (n = 310,000). HEK293-TRPC6, membrane potential dye, ACh-evoked depolarization; hits give low values. AID 2553;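 active means B-score under library mean minus 3 SD, initial fluorescence not abnormally high, positive integrated signal ratio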;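 further: B-score derived from integrated fluorescence ratio over the kinetic read; more negative B-score means stronger inhibition of depolarization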
ANO1 activ: mouse TMEM16A channel activation, primary screen; actives 0.3% (n = 340,000); HEK293 TMEM16A/YFP-H148Q/I152L, iodide quench fluorescence; hits give low values; B-score at 10 µM; Q8BHY3;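 active means fluorescence-ratio B-score plate-corrected deviation score at least 3 library SD below zero, with starting fluorescence score within 5 deviations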;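 further: channel opened by trigger with iodide after compound preincubation; score built on the fluorescence ratio of max minus min over baseline; more negative score means more quench and so TMEM16A activation or potentiation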
MrgX1 ag: agonists of human MrgX1 receptor. Q96LB2. MrgX1-HEK293 cells, Fluo-4 calcium fluorescence, agonist mode; hits give high values. B-score at 10 µM. actives 0.44% (n = 310,000);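 active means calcium response B-score plate-corrected fluorescence ratio at least 3 library SD, with starting fluorescence B-score inside 5 SD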
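Material: HEK293 cells stably expressing human MrgX1 receptor | Quantity: 15,000 cells per well | Times: Cells plated overnight, dye loaded 0.5 h 37 °C, 0.5 h room temperature | Measured by: Kinetic Fluo-4 NW fluorescence of intracellular calcium | Control set: Positive and negative controls per plate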
Starred values were filed as active, the others as inactive; i = inactive; nt = no result given.

SMILES | TMEM16A inh | TRPC6 activator | TRPC4 block | MrgX1 PAM | TRPC4 potent | TRPC4 agonist | SKKanGAS inh | MrgX1 antagonist | TRPC6 inh | ANO1 activ | MrgX1 ag
CC(C)NC(=O)C1CCN(C2CCN(Cc3nc(C(C)C)cs3)CC2)CC1 | i | i | i | i | i | i | 1 | i | i | i | i
c1ccc2c(c1)nnn1c3ccccc3nc21 | i | i | i | i | i | i | 14 | i | i | nt | i
N#C/C(C(=O)NCc1ccccc1)=C1\SC(CCO)C(=O)N1c1ccccc1 (stereo unspecified) | i | i | i | i | i | i | 2 | i | i | i | i
N#Cc1c(-c2cccs2)cc(-c2cccs2)[nH]c1=O | i | i | i | i | i | i | 19 | i | i | i | i
O=C(Nc1ccc(Br)cc1)C1CCCC1 | i | i | i | i | i | i | 4 | i | i | i | i
COc1ccc(C=C(c2ccc(OC)cc2)c2ccc(OC)cc2)cc1 | i | i | i | i | i | i | 18 | i | i | i | i
COCC(=O)Nc1ccc2c(c1)OCC(=O)N2Cc1ccc(C)cc1 | i | i | i | i | i | i | 2 | i | i | i | i
COC(=O)C1=C(N)Oc2cc(N(C)C)ccc2C1c1ccccc1OC (stereo unspecified) | i | i | i | i | i | i | -18 | i | i | i | i
O=C(NC(=S)NNC(=O)c1cccs1)c1ccccc1 | i | i | i | i | i | 82* | 86* | i | i | i | 132*
Cn1cnnc1SCC(=O)OCN1C(=O)c2ccccc2C1=O | i | nt | nt | i | nt | nt | -3 | i | nt | i | i
Cc1ccc(-c2noc(C3CCN(S(=O)(=O)c4ccc5c(c4)OCCO5)CC3)n2)o1 | i | i | i | i | i | i | -2 | i | i | i | i
O=C(O)c1nn2c(c1Br)NC(c1ccccc1)CC2C(F)(F)F (stereo unspecified) | i | i | i | i | i | i | 2 | i | i | i | i
O=C(N/N=C/c1ccc(Cl)c([N+](=O)[O-])c1)c1ccc2nc[nH]c2c1 | i | i | i | i | i | i | 3 | i | i | i | i
CC(=O)c1cccc(NC(=O)Cn2cnc(S(=O)(=O)N3CCCC3)c2)c1 | i | i | i | i | i | i | 0 | i | i | i | i
CCn1cc(/C=N/NC(=O)c2ccc(C#N)cc2F)c2ccccc21 | i | i | i | i | i | i | 3 | i | i | i | i
CC1CCCC(NC(=O)CNCc2ccccc2F)C1C (stereo unspecified) | i | i | i | i | i | i | -2 | i | i | i | i
CC(O/N=C\c1ccccc1O)C(=O)Nc1ccccc1C(=O)N1CCOCC1 (stereo unspecified) | i | i | i | i | i | i | -2 | i | i | i | i
O=C(NC1CC1)c1cccc(Nc2ccc(-c3ccc4c(c3)OCCO4)nn2)c1 | i | i | i | i | i | i | -6 | i | i | i | i
CN(CC(=O)Nc1ccc(Cl)c(C(F)(F)F)c1)C(=O)CCNC(=O)c1ccco1 | i | i | i | i | i | i | -5 | i | i | i | i
CC(Sc1nc2c(cc1C#N)CCCCC2)C(=O)O (stereo unspecified) | i | i | i | i | i | i | 7 | i | i | nt | i
CC(C)NS(=O)(=O)c1ccc(OCC(=O)N2CCCC2)c(Cl)c1 | i | i | i | i | i | i | nt | i | i | i | i
COC(=O)c1cc2n(n1)CCN(Cc1ccccc1F)C2=O | i | i | i | i | i | i | nt | i | i | i | i
CCC(Cc1ccccc1)NS(=O)(=O)c1ccc2c(c1)NC(=O)CS2 (stereo unspecified) | i | i | i | i | i | i | -9 | i | i | i | i
CCCc1nnc(SCC(=O)N2C(C)CCCC2C)n1CC1CCCO1 (stereo unspecified) | i | i | i | i | i | i | 0 | i | i | i | i
Cc1cc(=O)n2c3ccccc3n(CC(O)CN3CCCC3)c2c1C#N (stereo unspecified) | i | i | i | i | i | i | -9 | -5.3* | -8* | i | i
Cc1ccc(S(=O)(=O)N(C)c2ccc(OC(=O)CN3C(=O)NC4(CCCC4)C3=O)cc2)cc1C | i | i | i | i | i | i | 0 | i | i | i | i
CCc1cccc(C)c1NC(=O)CSc1nc(C)c(C)o1 | i | i | i | i | i | i | -1 | i | i | i | i
COc1ccccc1C(=O)Nc1ccc2nc3n(c(=O)c2c1)CCCC3 | i | i | i | i | i | i | -1 | i | i | nt | i
COc1cc2c(cc1NCc1ccccn1)oc1ccccc12 | 100* | i | i | i | i | i | 24 | i | i | i | i
CN(c1ccccc1)C(c1ccc(F)cc1)c1nnnn1C1CCCC1 (stereo unspecified) | i | i | i | i | i | i | -2 | i | i | i | i
Cc1cc(C)cc(NC(=S)NCc2ccc3c(c2)OCO3)c1 | i | i | i | i | i | i | 22 | i | i | i | i
O=C(NCCS(=O)(=O)N1CCN(Cc2ccccc2)CC1)c1ccc(F)cc1 | i | i | i | i | i | i | 0 | i | i | i | i
CCN(CC)C(=O)CCc1nc2sc3c(c2c(=O)[nH]1)CCCC3 | i | i | i | i | i | i | 4 | i | i | i | i
CCCCC(=O)Nc1nnc(SCC(=O)NC2CC2)s1 | i | i | i | i | i | i | 0 | i | i | i | i
CC(C)(C)C1CCc2c(C(=O)NNC(=O)CCC(=O)O)csc2C1 (stereo unspecified) | i | i | i | i | i | i | -1 | i | i | i | i
COc1ccccc1C(c1nnnn1C(C)(C)C)N1CCCCCC1 (stereo unspecified) | i | i | i | i | i | i | 3 | i | i | i | i
O=C(Nc1ccc(F)cc1)Nc1ccccc1NS(=O)(=O)c1cccs1 | i | i | i | i | i | i | 1 | i | i | i | i
O=C(COC(=O)c1ccc(Cl)c([N+](=O)[O-])c1)NC1CCCC1 | i | i | i | i | i | i | 2 | i | i | i | i
CN(CCOc1ccc(Br)cc1)CC(O)COc1ccc(C#N)cc1 (stereo unspecified) | i | i | i | i | i | i | -3 | i | i | i | i
Cc1ccc(N(C(=O)c2snc(C(N)=O)c2N)C(C(=O)NC2CCCC2)c2ccc(C)o2)cc1 (stereo unspecified) | i | i | i | i | i | i | 4 | i | i | i | i
CC1CCN(Cc2csc(N)n2)CC1 | i | i | i | i | i | i | -11 | i | i | i | i
Cc1cc(C)n2nc(C(=O)NC(c3ccccc3)c3ccccc3)nc2n1 | i | i | i | i | i | i | -1 | i | i | i | i
O=C(c1ccc(Cl)c(Cl)c1)N1CCC(=O)N(C(COCc2ccc(Cl)cc2)Cc2ccccc2)CC1 (stereo unspecified) | i | i | i | i | i | i | 51* | i | i | i | i
COc1ccccc1NC(=O)N[C@@H](Cc1c[nH]c2ccccc12)C(=O)NN | i | i | i | i | i | i | 8 | i | i | i | i
CCOc1ncccc1C(=O)N(CC)CC(=O)NCc1ccc(Cl)cc1 | i | i | i | i | i | i | -2 | i | i | i | i
COc1ccc(NC(=O)c2sccc2C)c([N+](=O)[O-])c1 | i | i | i | i | i | i | 18 | i | i | i | i
Cc1ccc(S(=O)(=O)CCc2nc3ccccc3n2CCC#N)cc1 | i | i | i | i | i | i | 0 | i | i | i | i
CSc1ncccc1C(=O)NC1CCCCCC1 | i | i | i | i | i | i | -5 | i | i | i | i
O=C(C1CCN(S(=O)(=O)c2ccccc2)CC1)N1CCc2ccccc21 | i | i | i | i | i | i | -4 | i | i | i | i
CCCCSc1nnc2n(CCc3ccccc3)c(=O)c3c4c(sc3n12)COC(C)(C)C4 | i | i | i | i | i | i | -11 | i | i | i | i
Cc1nn(-c2ccccc2)c(Cl)c1C(=O)OCC(=O)N(C)c1c(N)n(Cc2ccccc2)c(=O)[nH]c1=O | i | i | i | i | i | i | -4 | i | i | i | i
COc1ccc(-c2noc(N3CCC(C(=O)N4CCN(c5ccccn5)CC4)CC3)n2)cc1 | i | i | i | i | i | i | 10 | i | i | i | i
CC(C)Sc1nc2ccccc2n1CC(=O)NCc1ccc2c(c1)OCO2 | i | i | i | i | i | i | -1 | i | i | i | i
CSc1ncccc1C(=O)OCC(=O)N(C)C1CCS(=O)(=O)C1 (stereo unspecified) | i | i | i | i | i | i | -1 | i | i | i | i
NC(=S)n1[nH]c(-c2ccccc2)c(N=Nc2ccccc2C(=O)N2CCOCC2)c1=O | i | i | i | i | i | i | -17 | i | i | i | i
O=C(CN(Cc1cccs1)C(=O)CNS(=O)(=O)c1ccc(F)cc1)NCc1ccco1 | i | i | i | i | i | i | 0 | i | i | i | i
Cc1cc(OCC#N)nc(N)n1 | i | i | i | i | i | i | -20 | i | i | i | i
CCOC(=O)N1CCN(C(=O)c2nc3ccccc3s2)CC1 | i | i | i | i | i | i | -1 | i | i | i | i
Cc1cc(C)c(C)c(S(=O)(=O)N2CCNCC2)c1C | i | i | i | i | i | i | 0 | i | i | i | i
O=[N+]([O-])c1ccc(S(=O)(=O)N2CCC3(CC2)OCCN3S(=O)(=O)c2cccs2)cc1 | i | i | i | i | i | i | 8 | i | i | i | i
(list continues)
SMILES | TMEM16A inh | TRPC6 activator | TRPC4 block | MrgX1 PAM | TRPC4 potent | TRPC4 agonist | SKKanGAS inh | MrgX1 antagonist | TRPC6 inh | ANO1 activ | MrgX1 ag
Cc1ccc(N2C(=O)C3C4C=CC(CNC(=S)Nc5ccc(Cl)cc5)(O4)C3C2=O)cc1 (stereo unspecified) | i | i | i | i | i | i | 10 | i | i | i | i
CCOC(=O)C1CCN(C(=O)c2ccccc2NC(=O)c2ccc(Br)cc2)CC1 | i | i | i | i | i | i | -5 | i | i | i | i
Cc1nc2ncc(Br)cc2[nH]1 | i | i | i | i | i | i | 4 | i | i | i | i
Cc1cccc(NC(=O)Nc2ccc(C)c(C)c2)n1 | i | i | i | i | i | i | -12 | i | i | i | i
Cc1cccc(NS(=O)(=O)c2csc(C(N)=O)c2)c1C | i | i | i | i | i | i | 5 | i | i | i | i
Cc1ccc(C)c(NC(=O)NC2CCCCCCC2)c1 | i | i | i | i | i | i | 7 | i | i | i | i
CCc1nc(N)c(C#N)c(-c2cccc3ccccc23)c1C | i | i | i | i | i | i | -2 | i | i | i | i

From PubChem
